Growth percent in the NCI-60 one-dose screen (48 h, 10 µM unless noted): 100 = growth as untreated, 0 = no growth, -100 = all killed.
SF-539: SF-539 CNS cancer. 6.8% of 81,000 active. AID 1794752
SF-295: SF-295 CNS cancer cells | AID 1794758 | 5.6% of 79,000 active
SNB-19: SNB-19 CNS cancer cells | 2.5% of 81,000 active
U251: U251 CNS tumor cells; 5.4% of 80,000 active; AID 1794753
SNB-75: SNB-75 CNS cancer | 5% of 79,000 active | AID 1794750
SF-268: SF-268 CNS cancer cells. 3.1% of 82,000 active. AID 1794759
PC-3: PC-3 prostate cancer cells; 3.9% of 80,000 active; AID 1794754
HCC-2998: HCC-2998 colon cancer | 4.7% of 79,000 active | AID 1794799
Starred values were filed as active, the others as inactive; nt = no result given; & = joins results of further samples. Rule for the calls: active = growth percent below 10; inactive = the rest.

SMILES	SF-539	SF-295	SNB-19	U251	SNB-75	SF-268	PC-3	HCC-2998
Clc1cccc(NCOOC2(OOCNc3cccc(Cl)c3)CCCCC2)c1	16	75	90	61	nt	73	78	95
COc1cc(C(=O)N2CC[C@@H](O)[C@@H](N)C2)cc2nc(-c3cc4ccccc4n3CC3CC3)n(C)c12	90	89	92	81	56	75	80	92
CC1=C(O)[C@@](C)(CCCCC[C@H](C)CCCCc2ccc(O)cc2)OOC1=O	101	90	101	93	nt	110	75	115
CC1Cc2cc(O)c(O)cc2C=[N+]1C (stereo not drawn)	95	103	95	107	106	99	102	96
CC(=O)OC(C(=O)O)(c1ccccc1)c1ccccc1	106	105	104	92	89	106	92	86
CC1CCC2(OC1)OC1C(O)C3C4CCC5CC(OC6OC(CO)C(OC7OC(CO)C(O)C(OC8OCC(O)C(O)C8O)C7OC7OC(CO)C(O)C(OC8OC(CO)C(O)C(O)C8O)C7O)C(O)C6O)C(O)CC5(C)C4CCC3(C)C1C2C (stereo not drawn)	-53*	-78*	-72*	-51*	-32*	-40*	-93*	nt
CC[N+]12CN3CN(CN(C3)C1)C2	102	94	102	105	68	99	96	99
O=C(O)C1CCN1C12CC3CC(CC(C3)C1)C2 (stereo not drawn)	101	122	104	107	94	110	95	104
[Cl][Sn]([c]1ccccc1)([c]1ccccc1)[c]1ccccc1	-89*	-62*	-76*	-99*	-99*	-79*	-73*	-84*
COC(=O)C[C@H](NC(=O)C(=O)c1cn(Cc2cn(Cc3ccccc3)nn2)c2ccccc12)C(=O)OC	98	102	105	108	89	99	104	102
O=c1[nH]oc2c1CCNC2	109	112	112	106	95	103	95	107
CCC(COC(=O)c1cc(OC)c(OC)c(OC)c1)(c1ccccc1)N(C)C (stereo not drawn)	113	94	nt	96	96	124	83	97
COc1cccc(NC2=NCCS2)c1	nt	136	100	101	76	122	96	108
CC(C)N(CCCl)CCOc1ccc(Cl)cc1Cc1ccccc1	105	88	90	81	74	88	57	107
NC(Cc1ccccc1)c1ccc2c(c1)CCC2 (stereo not drawn)	96	93	92	89	72	90	78	93
O=C(O)/C=C\c1ccc2c(c1)OCO2	112	111	105	112	102	118	98	115
CC1(C)C(C(=O)c2nn(CCCCCF)c3ccccc23)C1(C)C	97	101	108	96	88	105	92	103
O=C1NC(=O)C(CCOc2ccccc2)(CCc2ccccc2)C(=O)N1	89	106	97	97	103	102	102	nt
c1ccc(Nc2ccc(Nc3ccccc3)cc2)cc1	53	68	85	63	80	71	53	64
CC(C)C1c2ccc(O)cc2Oc2nc(N)c(C#N)c(N)c21 (stereo not drawn)	94	107	101	96	81	112	92	nt
Cc1[nH]c2ccccc2c1C=C(C#N)C#N	88	114	94	118	86	102	90	115
O=C(C(=O)N1CCCC1)c1cn(CCCCCn2cc(C(=O)C(=O)N3CCCC3)c3ccccc32)c2ccccc12	95	94	93	88	75	91	66	103
CCCCN(CCCC)CC(O)c1ccc(I)cc1 (stereo not drawn)	103	97	102	88	84	95	87	100
C[C@H]1[C@H](OC(=O)CCC(=O)N(CCCc2cn(-c3ccc(CN4CCOCC4)cc3)nn2)CCNc2ccnc3cc(Cl)ccc23)O[C@@H]2OC3(C)CC[C@H]4[C@H](C)CC[C@@H]1[C@@]24OO3	-73*	-2.4*	51	13	39	50	29	40
CCOC(=O)c1cnc(SCc2ccc(Cl)c(Cl)c2)nc1N1CC1C (stereo not drawn)	89	79	85	89	79	87	64	97
SMILES	SF-539	SF-295	SNB-19	U251	SNB-75	SF-268	PC-3	HCC-2998
O=C1NC(=O)C(=Cc2cn(CC(O)Cn3cc(C=C4C(=O)NC(=O)NC4=O)c4ccccc43)c3ccccc23)C(=O)N1	108	103	103	nt	90	93	94	95
CCOC(=O)C1(CC)CCOC1=O (stereo not drawn)	92	109	nt	98	77	102	85	112
O=C(O)CNC(=O)CCl	105	95	107	84	97	104	94	107
OCCNC(Cc1ccccc1)c1ccc2c(c1)OCO2 (stereo not drawn)	104	90	106	93	108	98	73	99
CCOC(=O)C(O)(c1ccc(Cl)cc1)c1ccc(Cl)cc1	95	96	106	96	98	107	101	107
CNC(=O)Oc1ccccc1I	114	111	112	98	117	101	95	108
COc1cc(C=C2C(=O)NC(=O)NC2=O)cc(OC)c1O	106	105	111	103	108	112	123	104
CN(C)Cc1c[nH]c2ccccc12	109	101	101	101	81	98	90	101
CCCCCCCC[N+]12CN3CN(CN(C3)C1)C2	93	96	90	101	89	95	97	98
COC(=O)CN1CC1	118&102	111&104	101&102	102&110	108&113	113&108	92&108	102&102
C[C@@H]1CC[C@@]2(NC1)O[C@H]1C[C@H]3[C@@H]4CC=C5C[C@@H](O)CC[C@]5(C)[C@H]4CC[C@]3(C)[C@H]1[C@@H]2C	98	105	104	91	90	94	87	99
O=C([O][Hg][CH2]C1COCC([CH2][Hg][O]C(=O)c2ccccc2)O1)c1ccccc1 (stereo not drawn)	113	97	102	59	92	104	92	114
O=C(c1ccccc1)C(F)(F)Cl	100	99	102	120	86	101	102	93
NC(N)=N/N=C\c1c[nH]c2ccccc12	100	65	102	98	96	106	78	107
NC(=O)SCC(=O)Nc1ccc([As](=O)(O)O)cc1	84	111	93	44	97	100	78	82
CC(C)CCO/N=C/c1cccnc1	115	nt	105	89	115	95	105	110
N#CC(C#N)=Cc1ccc(O)cc1	101	105	109	96	101	100	94	105
COC(=O)[C@@H](C)C[C@H](Cc1ccccc1)NC(=O)c1csc(CC[C@H](C(C)C)N(C)C(=O)[C@@H](NC(=O)[C@H]2CCCCN2C)C(C)C)n1	-9.1*	-6.8*	35	15	43	27	28	25
CO[C@H]1C(=O)C[C@H]2[C@@H]3CC=C4C[C@@H](O)CC[C@]4(C)[C@H]3CC[C@]12C	97	99	98	91	102	109	83	101
OCc1ccco1	99	110	116	107	nt	106	98	102
COC(=O)[C@@]1(C)c2ccccc2C(=O)N2CCc3cc(OC)c(OC)cc3[C@H]21	102	99	100	102	92	103	85	108
O=C(CCl)Nc1ccccc1	103	100	106	96	93	105	92	113
C/C=C(\CC)C(=O)NC(N)=O	104&119	113&117	114&109	101&99	92&122	92&101	89&114	103&124
CCCCCCCCNCC(O)c1ccc(Cl)c(Cl)c1 (stereo not drawn)	87	119	94	94	86	92	89	60
Nc1ccncc1	114&103	135&99	111&106	108&100	112	103&109	94&94	102

Only SNB-19 and PC-3, for 6 of the compounds above:
SMILES	SNB-19	PC-3
N#CC(C#N)=Cc1ccc(O)cc1	109	94
COC(=O)[C@@H](C)C[C@H](Cc1ccccc1)NC(=O)c1csc(CC[C@H](C(C)C)N(C)C(=O)[C@@H](NC(=O)[C@H]2CCCCN2C)C(C)C)n1	35	28
CO[C@H]1C(=O)C[C@H]2[C@@H]3CC=C4C[C@@H](O)CC[C@]4(C)[C@H]3CC[C@]12C	98	83
OCc1ccco1	116	98
COC(=O)[C@@]1(C)c2ccccc2C(=O)N2CCc3cc(OC)c(OC)cc3[C@H]21	100	85
O=C(CCl)Nc1ccccc1	106	92

The main list resumes, starting 5 compounds before the break.
SMILES	SF-539	SF-295	SNB-19	U251	SNB-75	SF-268	PC-3	HCC-2998
COC(=O)[C@@]1(C)c2ccccc2C(=O)N2CCc3cc(OC)c(OC)cc3[C@H]21	102	99	100	102	92	103	85	108
O=C(CCl)Nc1ccccc1	103	100	106	96	93	105	92	113
C/C=C(\CC)C(=O)NC(N)=O	104&119	113&117	114&109	101&99	92&122	92&101	89&114	103&124
CCCCCCCCNCC(O)c1ccc(Cl)c(Cl)c1 (stereo not drawn)	87	119	94	94	86	92	89	60
Nc1ccncc1	114&103	135&99	111&106	108&100	112	103&109	94&94	102
N#Cc1nc(-c2cc3ccccc3oc2=O)oc1N1C[C@@H]2C[C@H](C1)c1cccc(=O)n1C2	98	103	98	100	100	104	97	111
C=CCC(N)Cc1ccccc1 (stereo not drawn)	111	112	109	102	112	108	97	106
CC(=O)C1CCC2C3C(N4CC4)CC4=CC(=O)CCC4(C)C3CCC12C (stereo not drawn)	83	99	76	65	83	nt	80	84
O=P(NC1CCCCC1)(N1CC1)N1CC1	91	73	86	81	93	77	78	86
[Cl][Hg][n]1cnc2c(Cl)c(Cl)c(Cl)cc21	101	96	102	78	104	88	89	107
COc1cc(CNCCc2ccc(Cl)cc2)cc(OC)c1O	69	nt	76	58	45	73	53	83
C[C@@H]([C@H](O)c1ccccc1)N(C)C	100	98	101	99	106	118	99	105
CC(=O)OC1=NC(C)c2c1cc(OC(C)=O)[nH]c2=O (stereo not drawn)	107	111	105	107	110	105	114	113
Cn1c(=O)c2nncnc2n(C)c1=O	94	212	104	109	94	107	95	97
COC(=O)C1=COC(C)C2CN3CCC4(C(=O)Nc5ccccc54)C3CC12 (stereo not drawn)	104	102	96	92	101	97	101	87
C=C(C)[C@@H]1CCC(C)=C[C@H]1c1c(O)cc(O)cc1CCCCC	108	99	109	89	82	85	76	110
CC(C)(C)C1COC(=O)C1 (stereo not drawn)	97	95	105	102	82	112	96	102
COc1ccc2nc(Cl)c(/C=C(\C#N)C(=O)c3cn(Cc4ccccc4)c4ccccc34)cc2c1	100	100	103	102	91	98	100	113
NC(N)=Nc1ccccc1 (tested in a mixture with another compound)	118	92	103	95	91	107	107	119
Cc1ccc(CCN)cc1	113	111	99	101	94	107	89	100
CC12CCC3C(CC=C4CC(O)CCC43C)C1C/C(=C\c1ccc(OCC(=O)N3CCCC3)cc1)C2=O (stereo not drawn)	109	102	113	105	93	93	90	102
NC(N)=N/N=C/C=N/N=C(N)N	101	108	98	105	69	117	125	94
CC(C)CCC[C@@H](C)[C@H]1CC[C@H]2[C@@H]3CC=C4C[C@@H](OC(=O)Cc5ccc(N(CCCl)CCCl)cc5)CC[C@]4(C)[C@H]3CC[C@]12C	94	119	107	109	103	108	100	-5.7*
CC1CCCC(C[N+](C)(C)C)C1=O (stereo not drawn)	94	nt	97	105	95	112	94	102
CC1CN1P(=O)(c1ccccc1)N1CC1C (stereo not drawn)	97	97	110	96	109	113	86	104
CC[C@@H](C)C(=O)O[C@H]1[C@H](O)[C@H]2[C@@H](CN3C[C@@H](C)CC[C@H]3[C@@]2(C)O)[C@@H]2CC34O[C@]5(O)[C@@H](OC(=O)[C@@](C)(O)CC)CC[C@@]3(C)[C@@H]5[C@@H](OC(C)=O)[C@@H](OC(C)=O)[C@H]4[C@@]21O	104	93	102	106	103	96	96	103
CCC1CN1P(=O)(OCCOC)N1CC1CC (stereo not drawn)	97	nt	104	102	93	109	98	104
CN(C)C(=O)Oc1ccc(Cl)cc1[N+](=O)[O-]	101&110	104&122	106&96	110	101&111	104&109	103&99	93&108
Cn1cc(-c2csc(-c3cn(CCN4CCOCC4)c4ccc(Br)cc34)n2)c2cccnc21	74	87	85	67	73	74	47	103
CCCNC(=O)CCl	104	107	108	93	101	98	99	89

Full records as entered above. Values in the order: SF-539 | SF-295 | SNB-19 | U251 | SNB-75 | SF-268 | PC-3 | HCC-2998
Record of N#CC(C#N)=Cc1ccc(O)cc1 → 101 | 105 | 109 | 96 | 101 | 100 | 94 | 105
Record of CC(=O)OC1=NC(C)c2c1cc(OC(C)=O)[nH]c2=O (stereo not drawn) → 107 | 111 | 105 | 107 | 110 | 105 | 114 | 113

Remaining list, next part.
SMILES	SF-539	SF-295	SNB-19	U251	SNB-75	SF-268	PC-3	HCC-2998
CC1Cc2cc3c(cc2CN1C)OCO3 (stereo not drawn)	100	102	103	97	86	102	86	101
c1ccc(OP2OCCO2)cc1	99	80	101	95	86	102	102	116
c1ccc2c(CNC3CCCCC3)c[nH]c2c1	108	97	99	99	85	117	82	100
NC1=NCC(c2ccc(Cl)cc2)O1 (stereo not drawn)	106	87	102	99	88	95	81	104
Nc1nc([Se])c2ncn(C3OC(CO)C(O)C3O)c2n1 (stereo not drawn)	81	43	98	95	97	87	93	89
COc1ccc(C2CC(=O)c3c(cc(OC)c(OC)c3OC)O2)cc1 (stereo not drawn)	102	103	92	97	86	100	89	nt
ClCCN(CCCl)c1ccc(/C=C\c2ccnc3ccccc23)cc1	93	69	89	76	85	95	56	92
COc1ccc(N)cc1N	93	105	101	106	89	128	88	119
O=C(O)CNC(=O)Cc1ccc(N(CCCl)CCCl)cc1	99	113	108	104	97	91	93	101
CCC(CC)(C[N+](=O)[O-])C[N+](=O)[O-]	95	92	104	95	90	102	97	99
Cn1cc([N+](=O)[O-])cc1C(=O)C(Cl)(Cl)Cl	93	97	103	106	101	123	103	111
CCN1C[C@@]2(COC)C3[C@@H](OC)[C@H]4[C@@H]1[C@]3(C(OC)C[C@H]2O)C1C[C@@]2(O)[C@H](OC(=O)c3ccccc3)C1[C@]4(OC(C)=O)[C@@H](O)[C@@H]2OC (stereo partly drawn)	121	103	102	100	91	107	86	103
Cc1ccc2nc(Sc3cnc(N)s3)n(-c3ccccc3)c(=O)c2c1	109	97	98	113	93	115	90	100
COc1cc2c(cc1OC)CC(C)[N+](C)=C2 (stereo not drawn)	99	104	96	97	94	93	92	101
C=CC(=O)NCO	106	108	104	nt	114	106	105	98
C=CCOC(=S)SSC(Cl)(Cl)Cl	100	89	108	97	79	102	93	107
CCC(Br)C(N)=O (stereo not drawn)	95	98	106	104	107	96	105	111
[N-]=[N+]=NC(=O)c1cc(=O)[nH]c(=O)[nH]1	95	99	96	95	97	101	93	100
CCOP(=O)(CC(N)=O)OCC	105	96	100	97	95	101	94	100
CCOP(=O)(OCC)C(O)c1ccccc1 (stereo not drawn)	103	105	103	97	102	106	92	107
CCC(C)(O)C#N (stereo not drawn)	93	100	103	106	99	103	96	105
CN1C2c3ccccc3C3C4c5ccccc5C(C31)C(C2[N+](=O)[O-])N4C (stereo not drawn)	106	105	104	107	85	91	nt	108
CC(=O)N(C)C1=Nc2ccc(Cl)cc2C(c2ccccc2)=NC1	105	103	100	105	92	92	103	94
ClCCN(Cc1ccccc1)Cc1ccccc1	108	112	nt	95	92	99	93	103

A portion of the library. The share of hits here may be higher or lower than overall.
